Compound activity from PubChem.
PABP1 MLLE inh: blocks PAM2 peptide binding to the PABP1 MLLE domain. GST-MLLE / FITC-PAM2 fluorescence polarization. inhibition, % at 20 µM. P11940. hit rate 0.36% among 360,000. AID 588489; in the data active = inhibition above about 35%, passing the limit was not always enough;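 also: plate controls were DMSO wells with GST-MLLE for no effect and wells lacking GST-MLLE protein for full effect; some results filed as inactive read as strong as hits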
MT1-MMP act inh: blocks activation of human MT1-MMP; P50281; HT1080 RFP-PRO-GFP cells, GFP/RFP ratio fluorescence, overnight; percent of plate control window, DMSO zero; GFP/RFP ratio change, % at 20 µM; hit rate 0.061% among 360,000;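 active = GFP/RFP ratio change of at least 30% with cell ATP level not reduced by more than half and red fluorescence within 50% of control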; also: strong numbers were not always called active
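Test system: HT1080 cells expressing an RFP-PRO-GFP fluorescent reporter construct / Compound dosing: single-point 20 µM compound, 1% DMSO / Schedule: cells overnight before dosing, compound overnight, 37 °C, 5% CO2 / Evaluation: GFP/RFP fluorescence ratio / Control set: DMSO and RFP-L50D-GFP cell wells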
TbMetRS inhib: Trypanosoma brucei MetRS inhibition; AID 624268; hit rate 0.4% among 360,000; inhibition, % at 11.9 µM; purified T. brucei MetRS, ATP depletion, Kinase-Glo luminescence;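 active = inhibition above a per-plate cutoff of the control wells' mean inhibition plus 3 SD, cut at about 5.5% in these data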;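 also: 0% = DMSO wells median and 100% = median of wells with control inhibitor compound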
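Material: parasite MetRS enzyme / Replication: singlicate, one well per compound / Signal: luminescence of leftover ATP / Schedule: 2 h aminoacylation at 25 °C after 15 min preincubation / Medium: HEPES-MgCl2-KCl buffer plus DTT, spermine, BSA, pyrophosphatase / Doses: 11.9 µM single point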
FAS TE block: inhibitors of human fatty acid synthase thioesterase domain | P49327 | recombinant FAS-TE, OMFH fluorogenic substrate, fluorescence endpoint | inhibition, % at 15 µM | hit rate 0.67% among 360,000 | AID 602261;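 active = compounds whose normalised, plate-corrected inhibition of enzyme fluorescence in the single-dose primary screen is 50% or more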;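 also: 0% = DMSO with enzyme and 100% = substrate without enzyme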
MsrA inh: bovine MsrA inhibition. purified bovine MsrA, absorbance read-out. inhibition, % at 15.5 µM. hit rate 0.75% among 360,000. AID 651718; in the data active = inhibition above about 4.5%;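 also: 0% = vehicle wells with enzyme and 100% = reference inhibitor wells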
CendR NRP1 mod: alters CendR peptide binding to human NRP-1 | AID 602438 | inhibition, % at 25 µM | hit rate 0.85% among 360,000 | FAM-RPARPAR peptide binding to NRP-1, fluorescence polarization;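 active = inhibition or corrected inhibition above about 18%, plus a signal ratio from 0.5 to 1.5, limit read from the data, passing the limit was not always enough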; also: strong numbers were not always called active
SKN-1 block: blocks SKN-1 activity in C. elegans | C. elegans VP596 Pgst-4::GFP/RFP ratio, acrylamide-induced, 24 h | inhibition, % at 21.8 µM | hit rate 0.49% among 360,000;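 active = interference check ratio from 0.5 to 1.5 plus GFP to RFP signal ratio inhibition reaching or exceeding a fixed threshold, cut at about 30% in these data, passing the limit was not always enough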; also: some compounds called inactive have numbers as strong as hits
bovine MsrA act: bovine methionine sulfoxide reductase A activation; purified bovine MsrA, absorbance read-out; activation, % at 10.6 µM; hit rate 0.3% among 360,000; AID 602163; in the data active = activation above about 7.5%;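 also: 0% = vehicle and 100% = reference activator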
eLon inh: inhibits E. coli Lon protease | P0A9M0 | purified E. coli Lon protease, fluorescence polarization | inhibition, % at 7.94 µM | hit rate 0.42% among 360,000 | AID 602123; in the data active = inhibition above about 13%, passing the limit was not always enough;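 also: 0% = enzyme with probe and DMSO and 100% = no enzyme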
Target sequence (P0A9M0 whole entry, looked up): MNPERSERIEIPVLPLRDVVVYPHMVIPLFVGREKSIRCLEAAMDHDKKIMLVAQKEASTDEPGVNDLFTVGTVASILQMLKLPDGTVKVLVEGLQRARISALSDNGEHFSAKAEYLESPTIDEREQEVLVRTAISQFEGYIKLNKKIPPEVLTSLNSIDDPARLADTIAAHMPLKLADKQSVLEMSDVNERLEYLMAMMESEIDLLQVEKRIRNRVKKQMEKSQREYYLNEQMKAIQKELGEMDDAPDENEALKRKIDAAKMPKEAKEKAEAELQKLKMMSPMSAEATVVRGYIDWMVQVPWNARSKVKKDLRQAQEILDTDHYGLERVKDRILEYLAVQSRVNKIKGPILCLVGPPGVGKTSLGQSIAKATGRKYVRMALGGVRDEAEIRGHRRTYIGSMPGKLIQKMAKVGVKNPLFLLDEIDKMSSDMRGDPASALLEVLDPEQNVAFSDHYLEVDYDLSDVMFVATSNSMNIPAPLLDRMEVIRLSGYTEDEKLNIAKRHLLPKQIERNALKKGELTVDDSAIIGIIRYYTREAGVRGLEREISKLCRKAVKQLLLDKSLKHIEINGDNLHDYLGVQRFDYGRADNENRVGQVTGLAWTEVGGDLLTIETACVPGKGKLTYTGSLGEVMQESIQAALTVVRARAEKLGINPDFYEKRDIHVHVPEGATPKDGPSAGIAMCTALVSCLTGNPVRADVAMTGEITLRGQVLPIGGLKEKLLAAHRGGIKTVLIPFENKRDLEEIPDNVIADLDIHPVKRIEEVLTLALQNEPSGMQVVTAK
An asterisk follows results filed as active; x = not tested or not shown.

SMILES	PABP1 MLLE inh	MT1-MMP act inh	TbMetRS inhib	FAS TE block	MsrA inh	CendR NRP1 mod	SKN-1 block	bovine MsrA act	eLon inh
CC1(C(=O)Nc2cccnc2)Cc2c(-c3ccccc3)ccnc2O1 (stereo not given)	-2	1	0.1	-7	1.1	2	8	-6	-9
CCC(=O)Nc1cc2c(cc1C(=O)c1ccccc1)OCCO2	-5	-3	-1.5	-2	0.9	2	-24	-4	-5
COc1cccc(C(=O)Nc2cc(=O)n(C)c(=O)n2C)c1	11	5	-1.1	-8	-1.5	4	0	-2	-4
COc1ccc(-c2cc(=O)oc3c(C)c(O)c(CN(C)C)cc23)cc1	19	-22	0.5	0	3.3	-30	-15	-5	-26
Cc1noc(C)c1S(=O)(=O)N1CCN(C(c2ccccc2)c2ccc(Cl)cc2)CC1 (stereo not given)	-1	-5	-0.5	19	0.3	10	-19	-2	-4
CCCCCCCn1c2c(c(=N)c3c1CCC3)CCCC2	-118	-25	1.1	6	0.6	13	-6	-4	5
COc1ccc(N(C(=O)CCl)C(C)(C(=O)Nc2c(C)cccc2C)c2ccccn2)cc1 (stereo not given)	12	-3	-0.1	-11	x	-7	12	-4	-14
O=C1Cc2cc(S(=O)(=O)N3CCN(c4ccc(O)cc4)CC3)ccc2N1	8	1	-0.6	-3	-1.0	0	12	-1	4
Cc1ccccc1OCCC(=O)N(Cc1ccccc1)c1c(N)n(Cc2ccccc2)c(=O)[nH]c1=O	-7	-3	-0.3	5	0.2	-1	-12	-4	-1
COc1ccc(Cc2nc3c4c(ncn3n2)Oc2c(ccc3ccccc23)C4c2ccc(OC)c(OC)c2)cc1 (stereo not given)	-3	-1	-0.4	20	0.1	-23	11	-4	0
CC(C)C1=CC(=NS(=O)(=O)c2cccc([N+](=O)[O-])c2)C=C(C(C)C)C1=O	10	1	-1.1	-1	0.0	6	17	1	-11
COc1ccc(NC(=O)c2cc(-c3cc(C)cc(C)c3O)n[nH]2)cc1Cl	-3	-5	0.8	16	1.4	-7	8	4	5
Cc1ccc(C(CCN)c2ccco2)cc1 (stereo not given)	-6	-6	-0.3	-13	-0.6	-6	6	2	-1
C=C1CCC[C@]2(C)C[C@H]3OC(=O)C(CNCCN(C)C)[C@H]3CC12 (stereo not given in full)	-3	-4	-0.9	1	-0.9	0	37*	-3	-2
COc1ccc(NC(=O)Nc2ccc(C)cc2OC(F)F)cc1OC	-10	7	-0.8	1	-1.1	9	-1	-1	2
Cc1cc(C)c(NC(=O)C(C)(C)C)c(Cl)c1	2	0	-0.5	-10	0.4	-3	4	2	0
Cn1c2c(c(=O)n(C)c1=O)C(CC(=O)Nc1ccccc1)C(=O)N2 (stereo not given)	-1	-4	-0.4	-5	-0.6	-54	-9	-3	-5
CS(=O)(=O)N(CC(=O)Nc1ccccc1C(=O)NCCc1ccccc1)c1ccc2c(c1)OCCO2	-3	-7	-1.2	15	0.6	-10	-6	-12	-2
CCc1nnc(NC(=O)CCC(=O)NC2CCCCCCC2)s1	6	4	-0.4	-9	0.4	8	-1	-2	0
COc1ccc(C(=O)COC(=O)C2CCN(S(=O)(=O)c3cccc4cccnc34)CC2)cc1	2	-3	-0.2	12	-0.4	3	-2	0	4
Cc1ccccc1N(CC(=O)NCc1ccncc1)S(C)(=O)=O	6	-1	-0.4	-7	-0.2	-1	14	-2	-2
Cc1c(CCCl)c(Cl)n2c(nc3ccccc32)c1C#N	-21	-29	0.1	14	0.6	-10	16	-3	-9
CC(C)(C)NC(=O)C(c1ccncc1)N(C(=O)C1CSC(=O)C1)c1ccccc1 (stereo not given)	-3	1	-0.3	0	0.2	2	2	2	10
O=c1/c(=C/c2ccccn2)sc2nc3ccccc3n12	9	-4	-0.3	-1	1.1	13	9	-5	9
CCCCNC1(C#N)CCN(Cc2ccccc2)CC1	8	-3	-0.1	-5	-0.9	4	6	-4	-8
Cc1noc(C)c1S(=O)(=O)N(C)C[C@H]1Oc2c(NS(=O)(=O)c3cn(C)cn3)cccc2C(=O)N([C@H](C)CO)C[C@@H]1C	1	0	-0.2	-7	-1.6	-2	-6	1	6
CCCCn1c(N)c(N(CCOC)C(=O)C(C)Oc2ccc(Cl)cc2)c(=O)[nH]c1=O (stereo not given)	4	-1	-0.2	-1	1.3	1	-4	-3	-8
COc1ccc(S(=O)(=O)N2CCN(c3cccc(C)c3C)CC2)cc1	13	3	-0.3	31	0.0	-18	2	-2	1
Cc1cc(=O)oc2c(C)c(OCC(=O)N3CCN(c4cccc(Cl)c4)CC3)ccc12	0	1	0.9	22	1.3	-1	5	-4	-6
Cc1cccc(NC(=O)/C(C#N)=C/c2cn(CC(=O)NCc3ccco3)c3ccccc23)c1	-12	-1	-0.1	-7	-0.1	-12	-19	-3	6
O=C(Cc1ccc(-c2ccccc2)cc1)NNC(=S)NCc1ccco1	-53	-1	-0.2	-1	1.6	3	-10	-4	-9
Cc1csc(NC(=O)Cc2coc3cc(C)c(C(C)C)cc23)n1	-40	-34	0.1	23	-0.6	-2	4	0	7
O=C(CSc1nc(C(F)(F)F)cc(=O)[nH]1)N1CCC(Cc2ccccc2)CC1	10	-6	-0.3	-4	0.2	-19	2	-1	-17
Cc1cc(Cl)ccc1NC(=S)NCCN1CCOCC1	-3	2	-0.4	-7	0.3	-21	-5	-5	4
CCNC(=S)NNc1nnc(-c2ccccc2)c(-c2ccccc2)n1	-55	3	-1.1	-2	1.4	2	10	-8	-4
COc1ccc(CN2CCc3c([nH]c4ccccc34)C2)cc1Br	-4	2	4.1	4	-0.1	-22	-2	-2	-10
CC(C)(Cc1nc2ccccc2[nH]1)C(=O)O	5	2	-0.5	-8	1.4	4	-3	-6	-9
O=C(Cn1cnc([N+](=O)[O-])n1)NC1CC1	11	-2	0.7	-6	-0.5	16	6	0	1
CCOC(=O)c1sc(=S)n(-c2ccccc2)c1N	22	2	-2.1	1	3.6	-8	-10	-15	-2
O=C(NCc1ccc(Cl)cc1)c1ccc2c(=O)n(CC3CCCO3)c(=S)[nH]c2c1 (stereo not given)	-77	6	-0.4	4	0.4	11	11	0	1
CCNC(=O)COC(=O)c1cc(-c2ccco2)nc2ccccc12	-9	-4	-0.6	-1	1.9	-6	12	-2	6
CC1=NN(c2ccccc2)C(=O)C1/C=C1\NC(=S)NC1=O (stereo not given)	-44	-11	0.6	-12	1.8	-156	14	-4	-34
O=C(O)CC(C(=O)Nc1cccc(C(F)(F)F)c1)C1CCCO1 (stereo not given)	4	-4	0.2	-6	-0.6	-8	-1	-4	-9
O=C(NCc1ccco1)c1ccc2c(c1)S(=O)(=O)c1ccccc1C2=O	14	3	-0.1	0	-0.7	-5	3	-1	-12
O=C1C[C@H](NC(=O)OCc2ccccc2)CO1	7	1	-0.3	-3	-1.2	-3	22	-3	-12
Cc1cc(=O)[nH]c(SCC(=O)Nc2cccc(C(F)(F)F)c2)n1	5	0	0.5	-8	0.5	5	12	2	9
O=C(Nc1sc2c(c1C(=O)O)CCC2)c1ccccc1Cl	1	-3	-0.4	-4	2.1	-2	-3	-3	-1
C=CCn1cc(/C=C/c2cc[n+](C)cc2)c2ccccc21	-53	-277	-0.7	-19	0.3	131	-44	-8	-257
Cc1nc(NC(=O)c2cccnc2)ccc1Br	4	-2	-1.2	-4	-0.2	-5	-12	-10	0
c1ccc2c(c1)ncn2CCN1CCCCC1	8	-11	-1.8	-17	0.2	-2	-20	-11	1
Cc1cc(C)cc(NC(=O)C(C)N2C(=O)c3ccccc3C2=O)c1 (stereo not given)	-6	-3	-1.4	8	-0.9	-3	-3	-1	-4
O=C(NCC1CCCCC1)c1cccc(-c2ccc(O)cc2)c1	7	10	-0.5	16	-2.4	5	7	-1	-7
COc1ccc(Cn2c(=O)[nH]c3cc(C(=O)NCCCOC(C)C)ccc3c2=O)cc1	-6	6	0.5	-5	-0.8	-16	5	-2	6
COc1ccc(NC(=O)[C@@H]2O[C@H](CO)[C@H](O)[C@H](O)[C@H]2O)cc1F	4	3	-0.1	-14	0.2	1	-8	-4	-10
O=S1(=O)C[C@@H](N2CCN(c3ccccn3)CC2)[C@H](COCc2ccccc2)N1	0	-2	-2.3	-6	0.6	-16	-12	-7	2
COc1ccc(NC(=O)CN(C)C(=O)c2cccc(S(=O)(=O)N3CCN(c4ccccc4)CC3)c2)cc1	1	-8	-0.4	10	0.1	-9	7	-7	1
COc1ccc(/C=N/n2cnnc2)cc1Cn1nc(C)c([N+](=O)[O-])c1C	-6	0	-0.2	-3	-0.3	1	-2	7	-4
CC(=O)NCCC(=O)Nc1cc(S(=O)(=O)N2CCOCC2)ccc1N1CCOCC1	-36	0	0.1	-3	-0.7	-10	-1	-5	3
CCOC(=O)CCc1c(C)c2ccc(OC(C)C(=O)OCC)c(C)c2oc1=O (stereo not given)	4	5	0.1	14	1.2	0	17	-3	-7
COC(=O)[C@@H](NC(=O)NCc1ccccc1F)C(C)C	7	-4	-0.6	-9	0.5	-5	0	-7	-10
Going on with the list.
SMILES	PABP1 MLLE inh	MT1-MMP act inh	TbMetRS inhib	FAS TE block	MsrA inh	CendR NRP1 mod	SKN-1 block	bovine MsrA act	eLon inh
CC(=O)Nc1ccc(NC(=O)c2csc([C@H]3C[C@H](O)[C@@H](CO)O3)n2)cc1	1	0	0.0	-6	1.0	-1	16	-1	0
Cc1ccc(-c2nnc(Nc3ccc4c(c3)OCO4)c3ccccc23)cc1S(N)(=O)=O	13	13	0.3	6	1.8	-2	16	-3	7
CCc1ccccc1NC(=O)[C@@H]1CCC(=O)N1C1OC(=O)c2c1ccc(OC)c2OC (stereo not given in full)	8	1	-1.0	-3	0.9	6	-5	-2	-1
CC(C)c1ccc(CNc2nnnn2C)cc1	0	3	0.0	-4	0.4	1	1	-1	-3
Cc1ccc(SCCSc2ncccn2)cc1	7	-2	0.2	12	-0.2	1	1	-1	-1
Cc1cccc(NC(=O)NC(=O)c2ccccc2)n1	15	1	-0.7	-6	0.1	-12	3	8.1*	0
CCOC(=O)Cc1csc(NC(=O)c2ccc([N+](=O)[O-])cc2[N+](=O)[O-])n1	-10	2	-0.2	1	1.3	3	27	-2	2
Cc1ccccc1S(=O)(=O)N1[C@@H](c2ccccc2)C(C(=O)O)=CC[C@H]1c1ccc(Cl)cc1	-34	4	-0.1	2	1.2	7	19	-3	-3
Cc1cc(C)n(CCCNC(=O)C2CCC(=O)N(CCc3ccc(Cl)cc3)C2)n1 (stereo not given)	16	4	-0.6	-1	-0.4	2	-13	-5	2

Random excerpt: 4 records from the list.
SMILES	PABP1 MLLE inh	MT1-MMP act inh	TbMetRS inhib	FAS TE block	MsrA inh	CendR NRP1 mod	SKN-1 block	bovine MsrA act	eLon inh
Cc1ccc(SCCSc2ncccn2)cc1	7	-2	0.2	12	-0.2	1	1	-1	-1
CCOC(=O)Cc1csc(NC(=O)c2ccc([N+](=O)[O-])cc2[N+](=O)[O-])n1	-10	2	-0.2	1	1.3	3	27	-2	2
Cc1cccc(NC(=O)NC(=O)c2ccccc2)n1	15	1	-0.7	-6	0.1	-12	3	8.1*	0
Cc1cc(C)n(CCCNC(=O)C2CCC(=O)N(CCc3ccc(Cl)cc3)C2)n1 (stereo not given)	16	4	-0.6	-1	-0.4	2	-13	-5	2
